GPR151 activ – activates the human receptor GPR151 | activation, % at 11.2 µM | 1% of 650,000 active | AID 1508602 | PathHunter beta-arrestin GPR151 cells, luminescence; in the data active means activation above about 4.9%;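 further: 0% = median of compound wells and 100% = cells with positive control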
MITF inh – human MITF inhibition, primary screen; AID 1259374; inhibition, % at 2.6 µM; AlphaScreen MITF homodimerization, bead proximity signal; O75030; 0.91% of 650,000 active; in the data active means inhibition above about 50%;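 further: 0% = vehicle wells with protein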
TEAD-YAP block – TEAD-YAP interaction inhibition; HEK-TIYL cells, TEAD-Gal4/YAP UAS-luciferase luminescence; inhibition, % at 9.12 µM; 1.4% of 640,000 active; in the data active means inhibition above about 32%;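 further: 0% = median of test compound wells and 100% = reference inhibitor wells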
FBW7 activator – human FBW7 E3 ligase activation, primary screen | AlphaScreen FBW7–phospho-cyclin E peptide binding, activator screen | normalized activity (activation), % at 26.1 µM | 0.13% of 650,000 active | AID 1259310 | Q969H0; in the data active means normalized activity above about 1.9%;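 further: purified mutant Fbw7 with reduced substrate affinity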
Target sequence (Q969H0 whole entry, looked up): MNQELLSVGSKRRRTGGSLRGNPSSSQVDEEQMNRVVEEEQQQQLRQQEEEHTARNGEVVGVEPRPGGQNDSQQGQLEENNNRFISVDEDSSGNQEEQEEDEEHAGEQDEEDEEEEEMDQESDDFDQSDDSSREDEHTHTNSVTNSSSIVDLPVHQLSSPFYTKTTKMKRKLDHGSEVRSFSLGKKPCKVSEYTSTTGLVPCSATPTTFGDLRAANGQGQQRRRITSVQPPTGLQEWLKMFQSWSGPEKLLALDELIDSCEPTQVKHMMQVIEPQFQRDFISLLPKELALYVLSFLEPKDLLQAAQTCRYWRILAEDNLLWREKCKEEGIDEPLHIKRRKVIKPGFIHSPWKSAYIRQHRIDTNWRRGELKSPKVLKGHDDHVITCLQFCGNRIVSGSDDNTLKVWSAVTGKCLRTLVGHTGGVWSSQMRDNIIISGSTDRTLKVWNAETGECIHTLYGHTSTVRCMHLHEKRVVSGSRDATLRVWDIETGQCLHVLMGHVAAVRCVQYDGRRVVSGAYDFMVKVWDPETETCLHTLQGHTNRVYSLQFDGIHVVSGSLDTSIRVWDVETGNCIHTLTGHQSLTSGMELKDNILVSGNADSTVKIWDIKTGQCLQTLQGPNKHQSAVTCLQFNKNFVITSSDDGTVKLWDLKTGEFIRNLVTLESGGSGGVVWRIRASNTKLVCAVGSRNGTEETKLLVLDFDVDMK
* = called active by the depositor; . = not tested or not shown.

no.	structure	GPR151 activ	MITF inh
1	COC(=O)C1=C(C)N(CC2CCCO2)C(=O)/C1=C\c1cc(C)n(-c2ccccc2C)c1C (centres undefined)	1.2	7
2	CCCCC/C=C\C/C=C\C/C=C\C=C\C(O)CCCC(=O)O (centres undefined)	-1.9	15
3	O=C(NCCN1CCOCC1)c1ccc(CNC(=O)c2cccc(Br)c2)cc1	0.7	-1
4	Cn1c(SCC(N)=O)nnc1-c1cccc(C#N)c1	-0.5	8
5	CCCC1CCC(c2ccc(C(=O)Nc3ccc(OC)cc3[N+](=O)[O-])cc2)CC1 (centres undefined)	1.6	-1
6	COc1ccc(C(=O)Nc2ccc(S(=O)(=O)Nc3onc(C)c3C)cc2)cc1OC	0.9	-6
7	O=C(O)Cn1cnc2ccc([N+](=O)[O-])cc2c1=O	2.0	14
8	O=C(NCCCN1CCCCCC1)C1CC(=O)N(CCc2ccccc2)C1 (centres undefined)	1.5	-25
9	O=C(CCCl)Nc1ccccc1C(F)(F)F	2.4	6
10	Cc1cc(NC(=O)CCC2CCCC2)c(=O)n(Cc2ccc(Cl)cc2)c1	-0.7	6

no.	TEAD-YAP block	FBW7 activator
1	5	0.0
2	.	.
3	-1	0.5
4	-8	-0.3
5	2	-0.1
6	-4	0.0
7	-6	0.1
8	-10	-0.1
9	-1	0.1
10	-6	0.1

A different layout for 7 compounds above.
# | mol | GPR151 activ | MITF inh | TEAD-YAP block | FBW7 activator
4 | Cn1c(SCC(N)=O)nnc1-c1cccc(C#N)c1 | -0.5 | 8 | -8 | -0.3
5 | CCCC1CCC(c2ccc(C(=O)Nc3ccc(OC)cc3[N+](=O)[O-])cc2)CC1 (centres undefined) | 1.6 | -1 | 2 | -0.1
6 | COc1ccc(C(=O)Nc2ccc(S(=O)(=O)Nc3onc(C)c3C)cc2)cc1OC | 0.9 | -6 | -4 | 0.0
7 | O=C(O)Cn1cnc2ccc([N+](=O)[O-])cc2c1=O | 2.0 | 14 | -6 | 0.1
8 | O=C(NCCCN1CCCCCC1)C1CC(=O)N(CCc2ccccc2)C1 (centres undefined) | 1.5 | -25 | -10 | -0.1
9 | O=C(CCCl)Nc1ccccc1C(F)(F)F | 2.4 | 6 | -1 | 0.1
10 | Cc1cc(NC(=O)CCC2CCCC2)c(=O)n(Cc2ccc(Cl)cc2)c1 | -0.7 | 6 | -6 | 0.1

Carrying on.
no.	structure	GPR151 activ	MITF inh
11	COc1ccc(OC)c(N2C(=N)/C(=C(/O)c3ccccc3)C(c3ccc4c(c3)OCO4)C3=C2CC(C)(C)CC3=O)c1 (centres undefined)	0.0	21
12	CCN(CC)C(=O)C(NS(=O)(=O)c1ccc2c(c1)CCC(=O)N2)c1ccccc1 (centres undefined)	-1.4	14
13	COc1ccc(/C=C(/C#N)c2nc(C3CC3)cs2)cc1OC	1.3	3
14	CC(=O)N(Cc1cccnc1)Cc1cc2cc(C)ccc2nc1Cl	0.8	22
15	CCN(CC)C(=O)c1noc(C)c1[N+](=O)[O-]	-0.1	13
16	CC1=C(C(=O)OC2CCCC2)C(c2ccc(C(C)(C)C)cc2)C2=C(CCCC2=O)N1 (centres undefined)	0.1	7
17	O=C(N1CCSC1=S)C12CC3CC(CC(C3)C1)C2	0.7	9
18	COc1cccc(NC(=O)N2CCC3(CC2)OCc2cc(Br)ccc2O3)c1	-0.8	11
19	COc1ccc(C2Oc3ccccc3C3CC(c4cccc(NS(C)(=O)=O)c4)=NN32)cc1 (centres undefined)	0.5	-4
20	CO/N=C(\CBr)c1sc(-c2ccccc2)nc1C	-1.7	3

no.	TEAD-YAP block	FBW7 activator
11	1	-0.1
12	5	0.3
13	-35	0.6
14	0	0.1
15	6	0.1
16	-4	0.2
17	2	-0.1
18	4	-0.1
19	-30	-0.1
20	-28	-0.2

Next entries follow.
no.	structure	GPR151 activ	MITF inh
21	O=S(=O)(CC(O)c1ccncc1)c1ccc(-n2cccc2)cc1 (centres undefined)	-0.6	10
22	Cc1ccc(Nc2nnc(-c3ccc(C)c(S(=O)(=O)N4CCCCC4)c3)c3ccccc23)c(C)c1	1.1	-2
23	CCOc1ccc(-n2nc(C(=O)Nc3ccccc3F)c3ccccc3c2=O)cc1	-0.5	1
24	O=C(CCCCCn1c(SCC(=O)NCCc2ccccc2)nc2cc3c(cc2c1=O)OCO3)NCc1ccc2c(c1)OCO2	-0.9	-9
25	O=C(CNC1CCCCC1)Nc1ccc([N+](=O)[O-])cc1	0.9	-5
26	COCCNc1nc(SCC(=O)Nc2cccc(OC)c2)nc2ccccc12	-1.1	-8
27	O=C(CSc1nnc(-c2ccccc2)n1-c1ccccc1)Nc1ccc2nc(SCC(=O)NC3CC3)sc2c1	-1.9	9
28	CC1=NN(C(=O)c2cc(C)nc3ccccc23)C(O)(C(F)(F)F)C1 (centres undefined)	-2.0	17
29	O=C(NCCNC1CCCC1)c1cccs1	-1.4	33
30	O=C(c1cc2ccccc2o1)N1CCN(S(=O)(=O)c2ccc(F)c(F)c2F)CC1	-0.5	-4

no.	TEAD-YAP block	FBW7 activator
21	11	-0.1
22	-8	-0.1
23	-5	0.6
24	6	-0.2
25	-6	-0.3
26	-8	0.2
27	24	0.5
28	11	0.8
29	0	0.0
30	4	-0.2

Further structures.
no.	structure	GPR151 activ	MITF inh
31	CC1OC23CCCCC2C(C#N)(C#N)C1(C#N)C(=N)O3 (centres undefined)	0.3	14
32	N#Cc1ccccc1NC(=O)COC(=O)c1cncc(Br)c1	2.4	1
33	COc1cc(CN2CCC(n3nccc3NC(=O)Nc3cccc(F)c3)CC2)ccc1O	-0.6	2
34	COc1ccc(C(=O)Nc2ccc(-c3nnc4n3CCCCC4)cc2)cc1	0.0	-3
35	O=C(NCCc1nc(-c2ccccc2)cs1)NC1(c2ccccc2)CC1	-1.5	6
36	COc1cc(Nc2nc(N3CCCC3CO)nc3c2ncn3C(C)C)cc(OC)c1OC (centres undefined)	2.8	-2
37	CC1(C)CC(=O)c2cc(C(=O)Nc3cccc(F)c3)c(=O)n(-c3ccccc3)c2C1	0.5	11
38	CCCN(Cc1cccc(O)c1)CC1CC1	1.2	-8
39	CC1CCN(C(=O)c2ccccc2Br)CC1	-0.4	3
40	CCCCNC(=O)CNC(=S)N(Cc1cc(OC)c(OC)c(OC)c1)C1CCCC1	-0.3	-8

no.	TEAD-YAP block	FBW7 activator
31	8	-0.1
32	2	0.0
33	8	-0.1
34	-11	-0.1
35	6	0.0
36	14	0.3
37	-2	0.0
38	1	0.1
39	13	0.3
40	-4	-0.1

In the list so far, 4 have an aryl thioether with sulfur outside any ring.
no.	structure	GPR151 activ	MITF inh
4	Cn1c(SCC(N)=O)nnc1-c1cccc(C#N)c1	-0.5	8
24	O=C(CCCCCn1c(SCC(=O)NCCc2ccccc2)nc2cc3c(cc2c1=O)OCO3)NCc1ccc2c(c1)OCO2	-0.9	-9
26	COCCNc1nc(SCC(=O)Nc2cccc(OC)c2)nc2ccccc12	-1.1	-8
27	O=C(CSc1nnc(-c2ccccc2)n1-c1ccccc1)Nc1ccc2nc(SCC(=O)NC3CC3)sc2c1	-1.9	9

no.	TEAD-YAP block	FBW7 activator
4	-8	-0.3
24	6	-0.2
26	-8	0.2
27	24	0.5

Other structures
no.	structure	GPR151 activ	MITF inh
41	Cc1cc(CNC(=O)c2cc(C)n(C)n2)c(C(F)(F)F)o1	-1.3	-3
42	COc1ccc(C(=O)Nc2c3c(nn2-c2ccc(F)cc2)CSC3)cc1OC	-0.4	0
43	COc1cccc(C(=O)NNC(=O)C(=O)Nc2ccc(C)c(Cl)c2)c1	1.0	11
44	O=C(CN1CCC(c2nc3ccccc3[nH]2)CC1)Nc1ccc(Cl)cc1	-0.9	11
45	CCN1CCCC1CNC(=O)CCC(=O)N1CCOc2ccc(C)cc21 (centres undefined)	-0.6	14
46	COc1ccc(-c2noc(Cc3ccc(C)cc3)n2)cc1	-0.7	-7
47	COc1cccc(C2NC(=O)NC(C)=C2C(=O)Nc2cccc(Cl)c2)c1 (centres undefined)	-0.1	-11
48	Cn1cnnc1-c1cccc(NC(=O)C2(c3ccccc3)CCCC2)c1	-0.7	18
49	Cc1ccc(CSc2ccc3nnc(-c4cccs4)n3n2)cc1	-1.0	10
50	Cc1ccc(OCC(=O)Nc2ccc(Cl)cc2C(=O)O)cc1C	-0.1	2
51	C=C(C)c1ccc(C(C)(C)NC(=O)NCc2ccco2)cc1	-0.8	-7

no.	TEAD-YAP block	FBW7 activator
41	13	0.1
42	8	0.0
43	7	0.2
44	7	0.1
45	-3	0.5
46	-13	0.6
47	6	-0.1
48	5	0.7
49	-4	0.1
50	7	-0.1
51	-3	-0.4

Rows were taken by chance; 3.4% or so of the library scored in one or more.
